hcGAS inh – Primary biochemical luminescence assay for human cyclic GMP-AMP synthase inhibitors | inhibition, % at 12.5 µM | recombinant h-cGAS, ATP depletion, Kinase-Glo luminescence | AID 1259398, 2018 | Q8N884 | 0.081% of 290,000 active;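 also: 0% = vehicle reaction and 100% = reaction without DNA for no activity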
Target sequence (Q8N884 whole entry, looked up): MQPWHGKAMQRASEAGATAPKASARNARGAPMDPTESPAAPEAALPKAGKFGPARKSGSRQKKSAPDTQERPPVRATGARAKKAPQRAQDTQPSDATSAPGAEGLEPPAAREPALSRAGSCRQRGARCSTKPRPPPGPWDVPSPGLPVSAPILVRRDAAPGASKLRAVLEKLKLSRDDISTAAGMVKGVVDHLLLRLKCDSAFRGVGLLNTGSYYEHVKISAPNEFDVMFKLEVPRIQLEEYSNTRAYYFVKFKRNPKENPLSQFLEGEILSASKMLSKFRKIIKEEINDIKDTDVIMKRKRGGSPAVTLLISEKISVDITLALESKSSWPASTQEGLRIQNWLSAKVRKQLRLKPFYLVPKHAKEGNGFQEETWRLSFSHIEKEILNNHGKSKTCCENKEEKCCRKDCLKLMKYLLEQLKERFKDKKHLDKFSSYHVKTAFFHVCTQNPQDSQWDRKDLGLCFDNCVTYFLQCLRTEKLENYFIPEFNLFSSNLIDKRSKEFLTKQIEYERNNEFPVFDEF
NPYLR7 agonist – agonists of mosquito NPYLR7 receptor, primary screen, cell-based, Aedes aegypti, calcium fluorescence, mosquito biting behavior; HEK293T NPYLR7/Galpha15, GCaMP6s calcium fluorescence; activation, % at 10 µM; 0.15% of 270,000 active; AID 1259423, 2018; in the data active = activation above about 40%;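 also: 0% = vehicle and 100% = reference agonist at the receptor; some compounds past the cut are filed as inactive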
mcGAS lum – cyclic GMP-AMP synthase inhibitors, mouse, primary biochemical chemiluminescence. recombinant cGAS, Kinase-Glo ATP depletion luminescence. inhibition, % at 12.5 µM. 0.15% of 160,000 active. AID 1259399, 2018;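 also: 0% = negative control wells and 100% = reference inhibitor with no enzyme activity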
* hit, by the source's call; · = no result given; & = joins results of further samples. Rule as the data show it, unless noted: active = inhibition above about 40%; inactive = the rest.

The first 19 records, to show the layout:
SMILES	hcGAS inh	NPYLR7 agonist	mcGAS lum
O=C(Cc1ccc(Cl)cc1Cl)NCCN1C(=O)CCCC1=O	-6	3	·
Cc1csc(SCC(=O)c2c(N)n(CC(C)C)c(=O)n(C)c2=O)n1	-2	0	·
CCCn1nccc1C(=O)N1C[C@H]2C[C@H](O)[C@H](O)C[C@H]2C1	-1	8	·
COc1ccc(CCNC(=O)C(C2CCCC2)N2CCN(C(=O)c3cccc(Br)c3)CC2)cc1 (stereo unspecified)	-5	-2	-6
COCCN1C(=O)CC(N2CCC(c3nc4ccccc4o3)CC2)C1=O (stereo unspecified)	-7	-1	-17
CCOC(=O)C1(CCOC)CCN(CCC(C)c2ccc(C)o2)CC1 (stereo unspecified)	-7	2	·
O=C(NCc1ccc(OCC2CC2)nc1)c1cccc2cn[nH]c12	-7	7	·
O=C(c1ccc(-c2ccc(Oc3ccccc3)cc2)s1)N1CCc2ccccc2C1	-11	2	-9
N#CC1C(=N)Oc2cc(N)ccc2C1c1ccccc1I (stereo unspecified)	-3	26	·
NS(=O)(=O)c1ccc(NSc2ccccc2[N+](=O)[O-])cc1	-6	3	-3
CC1Oc2ccccc2C=C1/C=c1\sc2nc(=O)c(Cc3ccccc3)nn2c1=O (stereo unspecified)	-25	9	-1
COCC(NS(=O)(=O)NCc1ccccc1)c1ccnn1C (stereo unspecified)	-5	2	·
CCOCCn1c(=O)c2c(nc3n2CC(C)CN3c2ccccc2)n(C)c1=O (stereo unspecified)	-14	-1	·
CC1CCC2(CC1)NC(=O)N(CC(=O)NC(=O)NC1CCCC1)C2=O (stereo unspecified)	-1	-1	·
O=C(C1CC1c1ccc(F)c(F)c1)N1CC[C@@H](O)C1 (stereo partly specified)	-8	10	·
CC(C)CCN(C(=O)c1cc(C(F)(F)F)cc(C(F)(F)F)c1)C(C)c1nc2ccccc2c(=O)n1-c1ccc(Cl)cc1 (stereo unspecified)	-13	·	-7
Cc1ccc(F)c(N2CCCC(NC(=O)NCC(C)CCO)C2)c1 (stereo unspecified)	-1	-2	·
O=C(Cc1cccs1)OCc1cc(-c2cc3ccccc3o2)on1	-3	-1	·
CCCS(=O)(=O)c1c(S(=O)(=O)CCC)c2ccc(C(C)=O)cn2c1C(=O)OC	-2	1	·

This part in full, from the first entry:
SMILES	hcGAS inh	NPYLR7 agonist	mcGAS lum
O=C(Cc1ccc(Cl)cc1Cl)NCCN1C(=O)CCCC1=O	-6	3	·
Cc1csc(SCC(=O)c2c(N)n(CC(C)C)c(=O)n(C)c2=O)n1	-2	0	·
CCCn1nccc1C(=O)N1C[C@H]2C[C@H](O)[C@H](O)C[C@H]2C1	-1	8	·
COc1ccc(CCNC(=O)C(C2CCCC2)N2CCN(C(=O)c3cccc(Br)c3)CC2)cc1 (stereo unspecified)	-5	-2	-6
COCCN1C(=O)CC(N2CCC(c3nc4ccccc4o3)CC2)C1=O (stereo unspecified)	-7	-1	-17
CCOC(=O)C1(CCOC)CCN(CCC(C)c2ccc(C)o2)CC1 (stereo unspecified)	-7	2	·
O=C(NCc1ccc(OCC2CC2)nc1)c1cccc2cn[nH]c12	-7	7	·
O=C(c1ccc(-c2ccc(Oc3ccccc3)cc2)s1)N1CCc2ccccc2C1	-11	2	-9
N#CC1C(=N)Oc2cc(N)ccc2C1c1ccccc1I (stereo unspecified)	-3	26	·
NS(=O)(=O)c1ccc(NSc2ccccc2[N+](=O)[O-])cc1	-6	3	-3
CC1Oc2ccccc2C=C1/C=c1\sc2nc(=O)c(Cc3ccccc3)nn2c1=O (stereo unspecified)	-25	9	-1
COCC(NS(=O)(=O)NCc1ccccc1)c1ccnn1C (stereo unspecified)	-5	2	·
CCOCCn1c(=O)c2c(nc3n2CC(C)CN3c2ccccc2)n(C)c1=O (stereo unspecified)	-14	-1	·
CC1CCC2(CC1)NC(=O)N(CC(=O)NC(=O)NC1CCCC1)C2=O (stereo unspecified)	-1	-1	·
O=C(C1CC1c1ccc(F)c(F)c1)N1CC[C@@H](O)C1 (stereo partly specified)	-8	10	·
CC(C)CCN(C(=O)c1cc(C(F)(F)F)cc(C(F)(F)F)c1)C(C)c1nc2ccccc2c(=O)n1-c1ccc(Cl)cc1 (stereo unspecified)	-13	·	-7
Cc1ccc(F)c(N2CCCC(NC(=O)NCC(C)CCO)C2)c1 (stereo unspecified)	-1	-2	·
O=C(Cc1cccs1)OCc1cc(-c2cc3ccccc3o2)on1	-3	-1	·
CCCS(=O)(=O)c1c(S(=O)(=O)CCC)c2ccc(C(C)=O)cn2c1C(=O)OC	-2	1	·
Cc1cccc(NC(=O)CC(=O)NCCCn2ccnc2)c1C	-3	13	-17
CC1CC1C(=O)Nc1cccc(S(=O)(=O)N2CCOCC2)c1 (stereo unspecified)	-8	1	-8
Cc1ccc(N(CCCN2C(=O)c3cccc4cccc(c34)C2=O)C(=O)C23CC4CC(CC(C4)C2)C3)c(C)c1	-9	4	·
CCNC(=O)C(C1CCCC1)N1CCN(C(=O)c2ccc(OC)cc2OC)CC1 (stereo unspecified)	-5	15	-7
CN(C)CCN(Cc1ccc(C#N)cc1)Cn1ncc2ccccc2c1=O	0	-11	0
O=C(COn1nnc2ccc(C(F)(F)F)cc21)NC12CC3CC(CC(C3)C1)C2	5	-1	·
COc1ccc(F)cc1CSC1CCCCNC1=O (stereo unspecified)	3	1	·
COc1ccc(N2CCN(Cc3cc(=O)c(OC)cn3CC(=O)NC3CCCC3)CC2)cc1	-6	1	-8
O=C(CC1CCCC1)NCCn1nc(-c2cccs2)ccc1=O	4	0	-5
CS(=O)c1cccc(NC(=O)CCNC(=O)c2ccc(F)cc2F)c1 (stereo unspecified)	-10	1	·
Cc1csc(-c2coc3cc(O)cc(C)c3c2=O)n1	2	-12	1
COc1cccc(CCN2CCC(C(=O)NC(c3cnccn3)c3ccccc3C)CC2)c1 (stereo unspecified)	-3	3	-1
N#CC(NC(=O)Cn1cccn1)c1ccc(OCc2ccccc2)cc1 (stereo unspecified)	-13	-5	·
C=CCNc1nc(C(=O)OCC(=O)C23CC4CC(CC(C4)C2)C3)cs1	-7	0	·
CCc1cccc2c(C(CC(=O)N3CCCC3)c3cccc(OC)c3)c[nH]c12 (stereo unspecified)	-3	-1	-6
Cn1cc(CCCNC(=O)NC2CCN(c3ccccc3)C2=O)cn1 (stereo unspecified)	-7	7	·
CC1(C(=O)N2CCCC(c3[nH]ncc3Cc3ccccc3)C2)CCNCC1 (stereo unspecified)	-3	7	·
CC(C)c1cc(CN(C)C(=O)CC23CC4CC(CC(C4)C2)C3)no1	-8	6	-13
COc1cccc(NC(=O)Cn2nc(-c3ccc(C)cc3C)c3sc(C)nc3c2=O)c1	0	3	-9
Nc1nc(=O)n([C@@H]2CS[C@H](CO)O2)cc1F	-10	-6	-10
CCOC(=O)c1cn(CC)c2cc(F)c(OCC)cc2c1=O	-3	-1	·
O=C1CCCN1CC(=O)N1CCOC(c2ccc(Cl)c(Cl)c2)C1 (stereo unspecified)	-8	4	-11
COCCCN1C(=O)C(=O)C(=C(O)c2ccc(OC)c(C)c2)C12C(=O)N(C)c1ccccc12 (stereo unspecified)	7	-6	·
COC1CCCN(C(=O)Cn2nnnc2CN2CCCC2)C1 (stereo unspecified)	-5	-5	-4
CCN1CCN(c2c(Cl)cccc2NC(=O)Cn2cccnc2=O)CC1	-8	-2	-9
O=C(c1cccc(Cl)c1)N1CCCN(c2nc(Cc3ccccc3)nc3c2cnn3-c2ccccc2)CC1	-12	·	-9
N#CCCN1CCN(CN2C(=O)c3ccccc3C2=O)CC1	3	5	·
c1coc(-c2nc3ccccc3nc2-c2ccco2)c1	7&-5	-1&-2	13
Nc1ccc(C(=O)N2CCOC(c3ccc(Cl)c(Cl)c3)C2)cn1 (stereo unspecified)	-8	3	·
Cc1ccccc1C(=O)N(CCCN(C)C)c1nc2ccc(F)cc2s1	-6	2	-7
CCc1cccc(NC(=O)N2CCN3CCN(C)CC3C2)c1 (stereo unspecified)	-5	-4	·
Continued:
SMILES	hcGAS inh	NPYLR7 agonist	mcGAS lum
O=C(Cc1cccc(F)c1)N1CCOC(COCc2c(Cl)cccc2Cl)C1 (stereo unspecified)	-1	-7	-3
O=C(CN1CN(c2ccccc2)C2(CCN(C(=O)Nc3cc(C(F)(F)F)cc(C(F)(F)F)c3)CC2)C1=O)Nc1ccc(F)cc1	-6	16	-8
OC(CN1CCc2ccccc2C1)Cn1c2c(c3ccccc31)CCCC2 (stereo unspecified)	-8	4	-7
O=c1c2cc3c(=O)n(Cc4cccnc4)ccc3nc2ccn1CCN1CCOCC1	-4	3	·
O=C(NC1CCCN(CCc2ccccc2)C1)C1=CCCC1 (stereo unspecified)	-7	8	·
COc1cccc(C(CN2CCN(S(=O)(=O)c3ccccc3C#N)CC2)OCc2cccc(Cl)c2)c1 (stereo unspecified)	-2	·	1
O=C(c1cccc2ccnn12)N1C[C@@H]2[C@H](C1)[C@H]1CC[C@@H]2O1	-8	15	-18
Cc1nc2c(C#N)cnn2c(C)c1CCC(=O)NC1(C)CCC(C)CC1 (stereo unspecified)	0	-28	·
O=C1CN(C(=O)CN2CC3(CCCC3)c3cc(Br)ccc32)CCN1	-17	5	-16
O=C(Nc1ccccc1)c1cc(=O)c(OCc2ccccc2)c[nH]1	-7	0	·
CN1CCN(C(=O)N2c3ccccc3CCc3ccccc32)CC1	-4	0	-6
O=C(c1cc(-c2ccco2)nn1-c1ccccc1Cl)N1CCN(c2ccc([N+](=O)[O-])cc2)CC1	-18	0	-7
CC(=O)N1Cc2ccccc2C[C@H]1C(=O)NCc1ccc(N2CCCCCC2)nc1	-6	1	·
Cc1ccc(Cl)c(OC2CC3CCC(C2)N3C(=O)c2ccc(CSc3nccs3)cc2)c1 (stereo unspecified)	-5	2	-5
COC(=O)c1cc(-c2ccc(F)cc2F)on1	-13	-4	·
CC1CN(C(=O)C2(S(C)(=O)=O)CCCC2)CC1N(C)C (stereo unspecified)	-3	3	·
CCCC(C)c1nnc(NC(=O)CCOCC)s1 (stereo unspecified)	-7	·	-4
COc1ccc(N2C(=O)CC(N3CCCCC3)C2=O)cc1 (stereo unspecified)	-6	-8	-7
O=C(Cn1nc2c(c1NC(=O)c1cccc3ccccc13)CSC2)NCc1ccccc1	-5	-3	-3
O=C(NCC(c1cccs1)N1CCOCC1)c1ccccc1Br (stereo unspecified)	-18	17	-4
C=c1c(C#N)c2[nH]c(N)c(C#N)c(C)c-2/c1=C\c1cccnc1	-1	7	14
CC(C)C(Oc1ccccc1Br)C(=O)O (stereo unspecified)	-14	6	·
Cc1ccc(N2C(=O)CSC2c2cccc(NC(=O)/C=C/c3ccccc3)c2)cc1F (stereo unspecified)	4	·	-1
CCC1(CC)CN(C(=O)c2nnc(COC)o2)CCO1	-7	11	·
Cc1oc2nc[nH]c(=O)c2c1C(=O)NCc1ccccc1F	2	7	-1
Cc1ccc(-c2csc(-n3[nH]c(C)c(N=Nc4ccc(C(=O)c5ccccc5)cc4)c3=O)n2)cc1	-4	10	-7
COc1ccc(C(=O)OCCN(C)C2=NS(=O)(=O)c3ccccc32)c(OC)c1	-4	-8	·
O=C(CC1CCCC1)NCc1cc(-c2ccc(F)cc2)on1	-10	3	-6
COc1ccc(OC)c(Nc2nc3nonc3nc2Nc2ccc(F)cc2)c1	-1	3	-1
CCNC(=O)Cn1c(CO)cnc1SCc1c(F)cccc1Cl	7	5	·
CCOC(=O)NC(Nc1nccs1)(C(F)(F)F)C(F)(F)F	-7	-2	-6
Fc1ccc(C2c3cccn3CCCN2Cc2ccoc2)c(F)c1 (stereo unspecified)	-1	4	·
CC(NC(=O)c1cccc2ccnn12)c1cn2ncsc2n1 (stereo unspecified)	-6	-1	-1
CN(Cc1nc2ccc(F)cc2[nH]1)Cc1cn(C)nc1-c1cccc(Cl)c1	2	·	-1
CCCCNC(=O)C1(C)CCCCN1C(=O)c1cc(C)n(C(C)(C)C)n1 (stereo unspecified)	-10	4	-7
Ic1ccccc1NC1=NCCC1	5	-2	-2
CCCC(=O)NCCc1csc2nc(-c3cccs3)nn12	0	21	-3
c1ccc(C(Cn2ccnc2-c2ccc3c(c2)OCCO3)N2CCOCC2)nc1 (stereo unspecified)	-7	10	-17
COc1ccc(CN2CCC2(C)C(=O)N2CCN(C)CC2)c2ccccc12 (stereo unspecified)	0	-3	-4
COc1ccnc(-c2cccc(OC)c2OC)n1	-3	4	-12
NS(=O)(=O)c1ccc(NS(=O)(=O)c2cccs2)cc1	1	0	·
CC(C)CCNC(=O)C1(C)CCN1Cc1ccccc1Cl (stereo unspecified)	-8	7	·
COc1ccc(CC(=O)N2CCC[C@@H]2C(=O)NCCCNC(=O)c2ccc(F)cc2)cc1	-6	19	-9
COc1ccc2nc(-n3nc(C)cc3NC(=O)c3ccno3)sc2c1	-7	-9	-13
COCCN(Cc1c(-c2ccccc2)noc1N1CCCC1)C(=O)c1cccc(F)c1	-4	-5	-5
COC(=O)C(C)n1c(=O)c2c(nc3n(-c4ccc(C)c(C)c4)c(C)c(C)n23)n(C)c1=O (stereo unspecified)	-2	0	-7

Complete entries, quoted from the list. Order of screens: hcGAS inh | NPYLR7 agonist | mcGAS lum
COC(=O)c1cc(-c2ccc(F)cc2F)on1 across the screens: -13 | -4 | ·
Fc1ccc(C2c3cccn3CCCN2Cc2ccoc2)c(F)c1 (stereo unspecified) across the screens: -1 | 4 | ·

Screening data from PubChem BioAssay.

Rows are unselected; about 0.27% have a hit in one of these screens.
